VIM-2 inhibitor: inhibitors of Pseudomonas aeruginosa VIM-2 metallo-beta-lactamase | purified VIM-2, nitrocefin hydrolysis, epi-absorbance fluorescence | inhibition, % at 5.6 µM | 0.89% of 290,000 active;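 active means inhibition above the mean of all tested compounds plus 3 SD, cutoff set per screening run, cut at about 7.5% in these data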;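 further: red hydrolysis product quenches plate fluorescence so inhibitors raise well fluorescence; 0% = enzyme with DMSO and 100% = DMSO without enzyme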
IMP-1 inh: inhibitors of Pseudomonas aeruginosa IMP-1 metallo-beta-lactamase | AID 1556 | inhibition, % at 5.6 µM | purified IMP-1, nitrocefin hydrolysis, epi-absorbance fluorescence | 0.45% of 290,000 active;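 active means inhibition above the mean plus 3 SD of all compounds in the same screening run, cut at about 4.5% in these data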;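 further: 0% = IMP-1 with DMSO and 100% = DMSO wells lacking enzyme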
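Assay system: purified IMP-1; Quantity: IMP-1 0.2 nM before substrate addition; Medium: HEPES buffer pH 7.1 with ZnSO4 and Brij 35; Incubation: 15 min enzyme–compound preincubation, then 25 min nitrocefin reaction, 25 °C; Signal: fluorescence quenching readout, ex 480/em 530 nm; Controls: DMSO with and without IMP-1; Repeats: singlicate testing.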
UBC9 SUMO inh: blocks human SUMOylation mediated by UBC9. P63279. HTRF SUMOylation assay, SAE1/SAE2 + UBC9, in vitro. inhibition, % at 35 µM. 0.36% of 290,000 active; in the data active means inhibition above about 50%, passing the limit was not always enough; further: strong numbers were not always called active
NS3 helicase inh: blocks Hepatitis C virus NS3 helicase unwinding; NS3 helicase DNA unwinding, Cy5 molecular beacon fluorescence; inhibition, % at 10.9 µM; 0.56% of 290,000 active; AID 1800;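 active means inhibition above the mean of all tested compounds plus 3 SD, set per campaign, cut at about 35% in these data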;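 further: 0% = DMSO wells and 100% = thioflavine S control wells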
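assay system = NS3 helicase fragment of HCV | buffer or medium = MOPS pH 6.5, MgCl2, DTT, Tween20, BSA | timing = 60 min unwinding reaction at 25 °C after ATP addition | signal = Cy5 beacon fluorescence read at start and 1 h | read-out basis = % inhibition of unwinding | control set = low DMSO, high thioflavine S at 110 µM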
pCIP destab: compounds decreasing mouse p/CIP protein stability; F442A p/CIP-EGFP cells, EGFP fluorescence, 16 h; decrease of EGFP signal, % at 10 µM; 0.01% of 290,000 active; Q05BA5;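 active means EGFP signal decrease of at least 30% at 10 µM or well 3 SD below plate mean, unless failing retest; inactive means the rest, including hits failing retest or dose response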; further: some compounds called inactive have numbers as strong as hits; many of its hits are not listed in these tables
Target sequence (Q05BA5 1-1403): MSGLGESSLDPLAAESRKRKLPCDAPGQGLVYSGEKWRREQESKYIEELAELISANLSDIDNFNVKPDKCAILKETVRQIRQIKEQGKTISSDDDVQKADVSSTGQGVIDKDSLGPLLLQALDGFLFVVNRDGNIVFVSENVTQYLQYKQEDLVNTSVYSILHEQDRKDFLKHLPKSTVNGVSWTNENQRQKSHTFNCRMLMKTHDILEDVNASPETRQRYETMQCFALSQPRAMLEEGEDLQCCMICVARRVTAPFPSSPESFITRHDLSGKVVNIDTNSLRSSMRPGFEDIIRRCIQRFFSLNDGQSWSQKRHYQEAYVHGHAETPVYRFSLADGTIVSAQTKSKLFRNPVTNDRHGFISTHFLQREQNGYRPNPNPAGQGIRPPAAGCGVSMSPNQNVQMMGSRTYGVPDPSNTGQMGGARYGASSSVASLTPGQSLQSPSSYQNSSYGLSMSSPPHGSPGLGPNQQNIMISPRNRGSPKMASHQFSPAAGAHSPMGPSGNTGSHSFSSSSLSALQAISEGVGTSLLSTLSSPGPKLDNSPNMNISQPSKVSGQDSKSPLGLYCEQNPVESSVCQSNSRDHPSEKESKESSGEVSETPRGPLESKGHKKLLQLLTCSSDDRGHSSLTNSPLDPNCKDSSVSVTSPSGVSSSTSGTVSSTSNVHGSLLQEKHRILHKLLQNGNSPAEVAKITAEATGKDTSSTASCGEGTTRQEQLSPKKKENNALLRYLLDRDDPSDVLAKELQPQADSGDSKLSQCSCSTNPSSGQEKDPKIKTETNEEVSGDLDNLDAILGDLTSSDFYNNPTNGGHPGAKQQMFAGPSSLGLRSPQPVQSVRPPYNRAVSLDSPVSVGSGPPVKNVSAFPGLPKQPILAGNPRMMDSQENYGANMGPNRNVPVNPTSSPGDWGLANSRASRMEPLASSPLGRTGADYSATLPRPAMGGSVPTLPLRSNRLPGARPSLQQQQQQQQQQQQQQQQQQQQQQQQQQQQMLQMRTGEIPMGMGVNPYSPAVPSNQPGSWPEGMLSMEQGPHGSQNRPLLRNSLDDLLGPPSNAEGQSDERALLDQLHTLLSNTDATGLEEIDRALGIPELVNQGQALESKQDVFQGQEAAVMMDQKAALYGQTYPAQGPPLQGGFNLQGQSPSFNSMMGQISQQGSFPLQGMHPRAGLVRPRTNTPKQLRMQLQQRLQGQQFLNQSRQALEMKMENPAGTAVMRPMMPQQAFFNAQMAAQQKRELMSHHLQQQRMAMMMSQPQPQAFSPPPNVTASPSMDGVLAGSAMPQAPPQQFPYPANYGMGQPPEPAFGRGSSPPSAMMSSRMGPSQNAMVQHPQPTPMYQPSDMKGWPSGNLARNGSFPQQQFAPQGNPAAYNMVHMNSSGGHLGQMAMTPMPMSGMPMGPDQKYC
IDE cell activ: boosts human insulin-degrading enzyme activity in HEK cells; 0.073% of 340,000 active; activation, % at 5.96 µM; FAbeta-B cleavage, fluorescence polarization; 0% vehicle, 100% cell-free pure enzyme wells; P14735;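 active means activation above the mean of all tested compounds plus 3 SD, set per screening campaign, cut at about 17% in these data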
CRFBP-R2 block: CRF-BP/CRF-R2 complex antagonism. HEK293 CRF-R2/CRF-BP, CRF-induced calcium fluorescence. inhibition, % at 11.8 µM. 0.59% of 350,000 active. AID 588475;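 active means inhibition of the ligand-induced calcium signal above about 50% at the single tested concentration, limit read from the data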
GalR3 antag: antagonists of human GalR3. O60755. HEK293 GalR3-CNG cAMP membrane potential fluorescence; galR3 body fused to GalR1 C-terminus. inhibition, % at 3 µM. 0.44% of 360,000 active. AID 651719;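 active means inhibition above the screen-wide average plus 3 SD, cut at about 13% in these data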;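 further: forskolin and galanin both at EC90 stimulate the cells; cAMP rise reported by CNG channel membrane potential dye signal; 0% = forskolin plus galanin with DMSO and 100% = forskolin alone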
IDE inh: inhibits human insulin-degrading enzyme in HEK cells. P14735. FAbetaB cleavage, fluorescence polarization. inhibition, % at 5.59 µM. 0.41% of 320,000 active. AID 434962;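 active means percent inhibition above the average of all tested compounds plus 3 SD, set per screening campaign, cut at about 16% in these data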;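 further: IDE supplied by intact live HEK cells; FP after avidin binding of uncleaved biotin substrate so inhibition keeps polarization high; 0% = DMSO wells and 100% = 60 µM reference IDE inhibitor Ii1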
The depositor's hits bear a star; nt = not tested or not shown.

SMILES	VIM-2 inhibitor	IMP-1 inh	UBC9 SUMO inh	NS3 helicase inh	pCIP destab	IDE cell activ	CRFBP-R2 block	GalR3 antag	IDE inh
CCC(=O)N1CCN(c2ccc(NC(=O)COc3ccc(CC)cc3)cc2)CC1	0.3	-0.1	5	-14	-16	-4	7	-3	5
Cc1ccc([N+](=O)[O-])cc1N	-2.9	-2.8	8	2	4	-4	6	-7	-1
CC(=O)Nc1cccc(Nc2nc(-c3ccccc3)nc3ccccc23)c1	-2.1	-2.5	0	-24	0	-1	-10	0	2
CCN(CC)c1ccc(/C=N/NS(=O)(=O)c2ccc(C)c([N+](=O)[O-])c2)cc1	-1.1	-4.0	5	8	-9	-4	-3	-1	1
COc1ccc(CCN2CC(C(=O)N(C)Cc3ccccc3OC)CCC2=O)cc1 (stereo not drawn)	-2.4	-0.8	11	6	-13	3	8	-8	3
Cc1ccc2nc(NC(=O)CCCc3nc4ccccc4s3)sc2c1	-4.7	-3.9	-4	2	-5	0	-5	0	-1
Cc1ccc(OCC(=O)N2CCCCC2)c(Br)c1	-0.8	-4.2	22	-6	-8	2	10	3	7
CN1CCC(NC(=O)Nc2ccc(Br)cc2)CC1	-1.3	-1.8	14	-10	3	5	12	-8	7
Cc1c(C#N)c(N)nc(Cl)c1C#N	-1.4	-3.6	4	-1	4	4	-15	-3	-6
Cc1nn(C)cc1C(C)Nc1nc2nonc2nc1N1CCCCC1 (stereo not drawn)	-1.0	0.1	20	-9	-5	-2	-6	1	-1
CCN(CC)c1nc2n(c(=O)n1)CCO2	2.2	-1.0	16	-4	-30	0	-1	-5	-2
Cc1cccc(C(=O)Oc2cc(C)[nH]c(=O)c2[N+](=O)[O-])c1	-1.9	-3.6	10	-6	7	-1	6	2	3
CCc1ccc(OC(C)C(=O)N(Cc2ccccc2)C2CCS(=O)(=O)C2)cc1 (stereo not drawn)	-2.6	-1.5	4	1	-8	-2	-9	-11	3
CCCSc1nnc(NC(=O)c2ccco2)s1	-2.6	-3.4	6	-4	-1	3	12	-6	-2
CN(Cc1cccnc1)C(=O)CCCc1c[nH]c2ccccc12	-2.2	-3.1	-5	-19	-12	3	0	6	0
CCC(C)(C)n1nnnc1C(c1cc2cc(OC)ccc2[nH]c1=O)N1CCc2ccccc21 (stereo not drawn)	-4.4	-0.7	-2	3	-9	0	-2	-4	-1
Cc1ccc(S(=O)(=O)N(C)C)cc1NC(=O)COC(=O)/C=C/c1ccc(F)cc1	nt	nt	nt	nt	nt	1	4	4	0
COc1ccccc1N1CCN(C(=O)c2cccc(S(=O)(=O)Nc3ccccc3F)c2)CC1	nt	nt	nt	nt	nt	1	2	-2	0
O=C(Nc1ccon1)c1cc(-c2ccccc2)nc2ccccc12	-2.6	-2.5	0	3	-7	5	-4	-1	2
CCCN(C1CCS(=O)(=O)C1)S(=O)(=O)c1ccc2ccccc2c1 (stereo not drawn)	nt	nt	nt	nt	nt	2	12	-8	2
O=C(O)CC1(CC(=O)NCc2ccncc2)CCCCC1	3.9	-2.8	-20	8	-7	8	19	0	4
CCC1(c2ccc(F)cc2)NC(=O)N(CC(=O)Nc2ccc(C(N)=O)cc2)C1=O (stereo not drawn)	-0.2	0.8	-5	2	4	3	1	5	6
CC(C)(C)OC(=O)N1CCC(CC2CC(c3ccc(Cl)cc3)=NO2)(C(=O)NCC2CCCCC2)CC1 (stereo not drawn)	-3.2	-3.1	-6	14	-9	0	-6	-8	-1
NC(=O)COc1ncnc2scc(-c3ccc(F)cc3)c12	1.3	-1.1	21	4	-27	2	1	5	3
CC(C)(C)n1ncc2c(=O)n(CC(=O)N3CCCCC3)cnc21	-1.9	-0.8	-3	2	-14	-2	6	-1	-2
FC(F)(F)c1ccc2c(c1)[nH]c(=S)n2C1CC1	-1.6	-4.0	14	5	6	-4	-5	-7	3
Cc1ccc(C(=O)c2cnc3cc4c(cc3c2S(=O)(=O)c2ccccc2)OCCO4)cc1	-2.5	-3.9	0	-18	-21	1	-12	2	-1
O=C1CC(SCc2nc3ccccc3[nH]2)C(=O)N1c1cccc(Cl)c1 (stereo not drawn)	-5.4	-2.2	11	17	3	0	-31	0	0
COc1ccc(S(=O)(=O)NC(C)C(=O)Nc2ccccc2F)cc1 (stereo not drawn)	-4.1	-3.2	9	-4	2	2	2	-4	0
Oc1oc(-c2ccccc2)nc1C=NCc1ccccc1	-5.3	-3.7	-1	-5	5	-4	-8	-6	6
Cc1ccc(S(=O)(=O)c2cccc(S(=O)(=O)N3CCCC3)c2)cc1S(=O)(=O)N1CCCC1	-1.3	-0.7	12	-5	-15	6	30	-4	-1
Cc1ccc(S(=O)(=O)N(CC(=O)Nc2cccc([N+](=O)[O-])c2)C2CCCCC2)cc1	-0.2	-2.6	-10	-5	-14	2	-2	-1	9
CCOCCn1c(SCC)nc2c1c(=O)[nH]c(=O)n2C	-1.0	-4.7	-1	-1	-7	-3	-8	-3	9
O=C(Nc1ccc(NC(=O)c2cccs2)cc1)c1cccnc1	-1.9	-2.4	8	3	16	-1	0	-6	-2
C=CCN1C(=O)C(Cc2ccc(Br)cc2)S/C1=N\N=C\c1ccco1 (stereo not drawn)	-2.5	-2.6	-10	9	-8	3	-61	-4	0
Nc1nc(-c2ccc(Cl)cc2)nc(-c2ccc(Cl)cc2)n1	1.9	0.6	24	-1	-4	-3	6	3	-4
COc1ccccc1OCCNC(=O)c1ccccc1OCc1c(C)noc1C	nt	nt	nt	nt	nt	1	3	-6	-3
CC(C)c1cc(C(=O)N2CCCC(N3CCN(c4ccccc4F)CC3)C2)nc(N)n1 (stereo not drawn)	-1.0	-0.5	0	10	3	3	-13	-9	2
Cc1cc(C)c(OCC(=O)NCCCn2nc(C)cc2C)c(C)c1	nt	nt	nt	nt	nt	0	0	-2	-3
O=C(Oc1ccc(N(C(=O)c2ccncc2)S(=O)(=O)c2ccc(Cl)cc2)cc1)c1ccncc1	-1.4	-2.7	16	-2	-2	6	27	-6	1
CC1(c2cc(F)ccc2F)NC(=O)N(CC(=O)Nc2cccc(S(=O)(=O)N3CCCC3)c2)C1=O (stereo not drawn)	nt	nt	nt	nt	nt	6	1	-6	-2
CCOc1ccc(OCc2ccc(C(=O)NC(C)(C)C)o2)cc1	-1.7	-4.6	10	11	-19	5	-5	-9	nt
Cn1nc([N+](=O)[O-])nc1Oc1ccccc1F	-0.5	-1.6	5	-5	-12	4	-1	-2	4
CN(C(=O)NC1CCCCC1)c1ccccc1	-2.5	-3.0	2	7	-7	-1	13	-3	2
Cc1sc(NC(=O)c2oc3ccccc3c2C)c(C#N)c1C	-1.2	-2.0	22	6	-4	-1	-15	nt	5
Cc1ccc(Cl)c2c1NC(=O)C2(O)CC(=O)c1ccccc1O (stereo not drawn)	2.7	-0.9	11	4	3	0	12	-2	-1
Cc1ccc(C)c(NC(=S)NNc2ccc(F)cc2F)c1	-1.1	-1.8	20	-14	-8	2	-25	-4	-3
CCc1ccc(C(=O)NCc2ccc(Cl)cc2Cl)cc1	-0.7	-1.5	-8	-3	3	0	24	-2	5
NS(=O)(=O)c1ccc(CCNC(=O)Cc2ccccc2[N+](=O)[O-])cc1	-1.9	-1.6	16	9	-10	-4	1	-4	nt
COc1ccccc1-c1coc2cc(O)cc(O)c2c1=O	-1.4	-1.0	1	-8	-10	-1	10	-4	-4
Further records follow:
SMILES	VIM-2 inhibitor	IMP-1 inh	UBC9 SUMO inh	NS3 helicase inh	pCIP destab	IDE cell activ	CRFBP-R2 block	GalR3 antag	IDE inh
C=CCN(C(=O)c1ccc2snnc2c1)c1ccccc1	0.2	-2.8	8	-6	0	-1	-2	-8	1
COCCn1c(SCC(N)=O)nnc1-c1c[nH]c2ccccc12	-1.3	-3.9	20	-4	-8	7	16	nt	-2
O=C(CCn1cnnn1)Nc1ccc(F)cc1	-3.6	-2.1	8	-4	-3	4	-12	8	0
Cc1cc(C)n2c(SCCN3C(=O)c4ccccc4C3=O)nnc2n1	-1.2	-0.4	18	1	-7	0	-13	4	-2
CCCCN1CCCC1CNC(=O)c1cc(C#N)c2ccccc2c1OC (stereo not drawn)	0.0	-0.5	0	-7	7	nt	nt	nt	3
NC1=NC[C@H](c2ccccc2)N1CCc1cc(C(F)(F)F)cc(C(F)(F)F)c1	nt	nt	3	nt	-11	7	-9	-1	1
Cc1cc(NC(=O)CSc2nnc(NC(=O)C3CC(=O)N(c4ccccc4)C3)s2)no1 (stereo not drawn)	-0.4	-4.5	14	4	2	3	9	0	5
COc1cc(OC)c2ccc(=O)oc2c1	nt	nt	nt	nt	nt	2	-5	-7	-2
CCC(Oc1cc(Cl)ccc1Cl)C(=O)NNC(=O)CCC(=O)O (stereo not drawn)	0.1	-1.6	5	4	-12	-2	5	2	-4
C#CCOCCOCCOCCNc1nc(N2CCN(C(=O)[C@H](CCC(=O)O)n3cc(C(N)[C@H](C)CC)nn3)CC2)nc(N2CCN(C(=O)[C@H](CCC(=O)O)n3cc(C(N)[C@H](C)CC)nn3)CC2)n1 (stereo partly drawn)	-0.8	-2.8	5	-4	11	-1	-5	-2	1
CS/C(N)=N/N=C/c1ccc2c(c1)OCO2	-3.9	-1.9	18	-7	-11	5	-3	-3	7
Cc1ccc(-c2nn(C)c(=O)c3ccccc23)cc1S(=O)(=O)N1CCCC1	1.2	1.7	9	-5	-4	-4	24	0	3
CCOC(=O)Cc1csc(NC(=O)CN2CCCCC2)n1	-3.2	-1.8	10	3	-1	6	11	-5	-2
CCOC(=O)c1c(-c2cccs2)csc1NC(=O)CN(CC)CC	-2.5	-0.8	-43	-14	0	0	-60	3	-8
CCOC(=O)CNc1nc(C(C)(C)C)nc2c1nnn2Cc1ccccc1	-1.5	-2.7	2	-11	-12	3	-35	-8	0
N=C1C(c2nc3ccccc3c(=O)[nH]2)=C(O)CN1c1ccccc1	-2.1	-6.9	-1	6	17	nt	nt	nt	nt
COc1ccc(O)c(/C=N/NC(=S)Nc2cccc(S(=O)(=O)N(C)C)c2)c1	11*	-4.3	-32	11	7	-4	-16	-12	-3
COc1ccc(C(C(=O)NC2CCCCC2)N(Cc2ccco2)C(=O)c2snc(C(N)=O)c2N)cc1 (stereo not drawn)	-0.7	-1.1	-2	-11	-6	3	-4	-9	nt
Cc1nn(-c2ccccc2)c(Cl)c1C(=O)NCCN(C)C	-2.5	-3.0	9	16	-4	0	-1	3	10
COc1ccc(NC(=O)CSCC(=O)NCc2ccco2)cc1	nt	nt	nt	nt	nt	11	1	0	1
Clc1ccc(CSc2nccn2Cc2ccccc2)cc1	-5.9	1.8	14	-6	-6	-3	36	-4	9

Assay outcomes deposited in PubChem BioAssay by several laboratories.
